Screening data from PubChem BioAssay.
IMPase Li cell = membrane-permeable IMPase blocker, potentiated with lithium; CHO-M1 cells, IP1 TR-FRET (IP-One), carbachol + lithium; Potency, µM (titrated, usually from 59.4 µM), for the others: at the highest dose activity, negative = IMPase inhibition, usual class: inhibitors; 210,000 tested, 0.35% active; AID 1457;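 note: IP1 builds up when IMPase is blocked and the TR-FRET signal falls; potency is the fitted concentration of half-maximal effect; plate controls were basal vehicle for no effect and high inhibitor control for full effect; nearly all actives have a fitted effect of over 50% in size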
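CHO-M1, 2000 cells/well, 16–30 h culture; cpd + low Li+, 30 min 37C; lysis with d2-IP1/Eu-anti-IP1 Ab, 10 min RT; TR-FRET 665/620 ratio and 620 channel; AC50 via Hill.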
HTT ATP protect = Huntington cell model cytoprotection by ATP luminescence; PC12 HTT-Q103 induced, cytoprotection, ATP luminescence, 40 h; Potency, µM (highest dose often 56.4 µM), inactives show cytoprotection (ATP increase), actives largely listed as activators; 230,000 tested, 0.14% active;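 note: potency is the fitted concentration of half-maximal effect; % of control where 0% means no effect; nearly all actives have a fitted effect of over 45% in size; toxic huntingtin expression switched on by the ecdysone agonist tebufenozide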
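Huntington model: PC12 line, ecdysone-inducible HTTQ103 exon1–GFP, tebufenozide 100 nM. Test articles in a dose series. Endpoint luminescence from cellular ATP.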
Lamin A splicing = changes lamin A minigene splicing in HeLa cells. HeLa LMNA splicing GFP/RFP minigene ratio, 48 h. 200,000 tested, 0.01% active. Potency, µM (titrated, usually from 46.1 µM), for the others: at the highest dose ratio change, negative = inhibition, usual class: inhibitors; active = well fitted inhibition curve with a large enough effect in the signal ratio, with a control signal flat, not every such curve was filed as active; inconclusive = small, poorly fitted or top-dose-only effect, or effect the other way, or a change in a side signal; the % refers to the signal ratio; note: potency is the fitted concentration of half-maximal effect; % is set by controls: 0 for no effect and ±100 for the full control effect
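Read-out is the ratio of GFP to DsRed2 object intensity, acquired by 488 nm laser-scanning cytometry on HeLa lamin A-EGFP minigene reporter cells. Compound incubation 48 hrs at 37 °C in Opti-MEM with 2% FBS; DMSO 0.5% final.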
CBFb RUNX1 block = CBF-beta/RUNX1 interaction disruption; AlphaScreen CBFb-His/RUNX1-biotin binding, biochemical; Potency, µM (titrated, usually from 59.8 µM), for inactives: top-dose activity, negative = inhibition, actives largely listed as inhibitors; 230,000 tested, under 10 active; AID 1477; note: % of control where 0% means no effect
Target sequence (Q01196 whole entry, looked up): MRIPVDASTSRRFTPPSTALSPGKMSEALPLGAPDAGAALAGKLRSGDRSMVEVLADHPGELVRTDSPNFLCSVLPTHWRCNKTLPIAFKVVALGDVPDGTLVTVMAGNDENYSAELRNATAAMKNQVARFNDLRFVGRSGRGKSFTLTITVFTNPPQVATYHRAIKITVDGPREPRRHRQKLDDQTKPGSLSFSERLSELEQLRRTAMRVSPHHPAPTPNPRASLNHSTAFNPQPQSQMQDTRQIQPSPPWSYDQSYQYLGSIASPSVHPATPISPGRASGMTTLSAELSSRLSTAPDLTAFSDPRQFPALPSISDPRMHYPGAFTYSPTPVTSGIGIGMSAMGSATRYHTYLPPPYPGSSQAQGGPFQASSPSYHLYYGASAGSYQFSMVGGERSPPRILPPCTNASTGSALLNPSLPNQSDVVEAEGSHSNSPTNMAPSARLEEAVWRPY
Target sequence (Q13951 whole entry, looked up): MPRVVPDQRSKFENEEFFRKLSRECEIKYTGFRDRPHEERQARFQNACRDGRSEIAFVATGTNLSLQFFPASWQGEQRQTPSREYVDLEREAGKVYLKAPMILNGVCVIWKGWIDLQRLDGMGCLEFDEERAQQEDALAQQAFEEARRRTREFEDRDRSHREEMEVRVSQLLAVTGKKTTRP
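Read-out: AlphaScreen. Format: His-CBF-beta with biotinylated RUNX1 (30 nM each) preincubated 20 min, compound 15 min, Ni-chelate plus streptavidin beads 90 min; room temperature throughout.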
HTT aggregate = inhibitors of mutant huntingtin aggregate formation in PC12 cells; PC12 HttQ103-GFP aggregates, Acumen cytometry, 40 h; Potency, µM (top dose mostly 46.1 µM), for inactives: at the highest dose activity change, negative = inhibition, most hits filed as inhibitors; 220,000 tested, 1.1% active; AID 1688; note: potency is the fitted concentration of half-maximal effect; % is set by controls: 0 for no effect and ±100 for the full control effect; nearly all actives have a fitted effect of over 60% in size
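Steps: seed 1500 PC12 HTTQ103-GFP cells/well; add tebufenozide, 100 nM final; add compound titration; add ATPLite reagent; quantify GFP aggregates by laser scanning cytometry.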
Luc counter = blocks Kinase-Glo luciferase, a counter-screen artifact. AID 1379. Potency, µM (series often up to 38.3 µM), for inactives: top-dose activity change, negative = inhibition, actives largely listed as inhibitors. Kinase-Glo luciferase, ATP luminescence, 8 min. Q27757. 200,000 tested, 0.28% active; note: potency is the fitted concentration of half-maximal effect; % is set by controls: 0 for no effect and ±100 for the full control effect; nearly all actives have a fitted effect of over 60% in size
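Compounds were added to a substrate mix at pH 7.2 (50 mM imidazole, 10 uM ATP, within the enzyme's linear range), followed by Kinase-Glo detection reagent; luminescence was measured after 8 minutes at ambient temperature.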
SMN2 splice up = SMN2 splice variant enhancement. Potency, µM (highest dose often 46.1 µM), for the others: at the highest dose activity change, positive = activation, hits mostly activators. HEK293 SMN2-luciferase splicing reporter, luminescence, 30-36 h. 210,000 tested, 2.8% active. AID 1458; note: potency is the fitted concentration of half-maximal effect; % of control where 0% means no effect; nearly all actives have a fitted effect of over 55% in size
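HEK293 cells carry an SMN2 […]–luciferase reporter in which exon 7 inclusion puts luciferase in frame. Cells were plated 10-12 h before compound addition, then incubated 30-36 h at 37C. ONE-Glo luminescence was read; sodium butyrate at 4.5 mM final served as control.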
* = called active by the depositor; ? = inconclusive; · = not tested or not shown; & = joins results of further samples; [ ] = dose if it differs, or a comment. Unless noted, calls come from the whole dose curve; as a rule, active = well fitted curve in the direction sought with a large enough effect; inconclusive = small, poorly fitted or top-dose-only effect, or another doubt; inactive = no such curve, though single readings can be large; an effect the other way counts as inactive or inconclusive.

SMILES | IMPase Li cell | HTT ATP protect | Lamin A splicing | CBFb RUNX1 block | HTT aggregate | Luc counter | SMN2 splice up
O=C(NC12CC3CC(CC(C3)C1)C2)C1CC(=O)N(c2ccccc2)C1 (stereo not given) | -5% | -1%[10 µM] | -9% | 5% | 5% | -2% | -9%
O=C(O)CCCC(=O)Nc1ccc(C(=O)NCc2cccnc2)cc1 | 18%[38.3 µM] | -68%[inhibitor] | -3% | 9% | -17% | -3% | -3%
O=C(Nc1ccc(F)cc1)Nc1cc(OCC(F)(F)F)cc(OCC(F)(F)F)c1 | 8% | -67%[inhibitor][10 µM] | ? | 1% | 3.5µM* | 5% | -72%[inhibitor]
CCOC(=O)N1CCN(S(=O)(=O)c2ccc(OCC)cc2)CC1 | -4%[38.3 µM] | 29% | -18% | 4% | -15% | -1% | -34%[inhibitor]
COc1ccccc1NC(=O)C1=C(C)Nc2nnnn2C1c1ccncc1 (stereo not given) | -28%[38.3 µM] | 17% | -1% | 2% | 18% | -3% | 2%
CCOC(=O)CN(C(=O)CSc1nnc2c(n1)[nH]c1ccccc12)c1ccccc1 | 9%[38.3 µM] | -12% | 9% | 3% | 0% | 0% | -31%
C=CCOc1c(Br)cc(/C=N\n2nnnc2N)cc1OC | 6% | -11%[10 µM] | 11% | -4% | -3% | -1% | 2%
COc1ccc(-n2c(C)nc3c(cnn3-c3ccc(C)cc3)c2=O)cc1 | 4% | -39%[inhibitor] | 14%[9.22 µM] | -5% | -26% | 1% | -53%[inhibitor]
CCCCCCC(=O)Nc1nnc(CC)s1 | -11% | 6%[10 µM] | -15% | 6% | -17% | 0% | 14%
COc1ccccc1NC(=O)C1=C(C)Nc2ncnn2C1c1ccc(C)o1 (stereo not given) | 36%[38.3 µM] | -12%[0.074 µM] | 10% | 3% | -8% | -4% | 12%
CCCN(CCC)C(=O)C[n+]1cccc(/C=N/O)c1 | 11% | 9%[10 µM] | -7% | -4% | 6% | 2% | 16%
Cc1cc(/C=N\NC(=O)c2cccs2)c(C)n1-c1ccc2ncccc2c1 | 22%[38.3 µM] | -14% | ? | -3% | -22% | -11% | ?
Cc1nonc1C(=O)N/N=C/c1ccc(O)cc1 | ? | 8%[10 µM] | -5% | -2% | -8% | 5µM* | 2%[1.84 µM]
COc1ccc(F)cc1C(=O)C1CCCN(Cc2ccc(Sc3nncn3C)o2)C1 (stereo not given) | 20% | 31%[10 µM] | 18%[46 µM] | -2% | -4%[9.22 µM] | -1% | ·
CCN1CCN(CCC2Oc3cc([N+](=O)[O-])ccc3NC2=O)CC1 (stereo not given) | 1% | -20% | · | 10% | 15% | 0% | ·
Nc1cccc(-n2nnnc2CN2CCOCC2)c1 | -3% | 2%[10 µM] | -12% | 3% | -6% | -1% | -9%[1.84 µM]
COc1cc(/C=C2\N=C(c3ccccc3)OC2=O)ccc1OCc1c(C)no[n+]1[O-] | -1% | 16%[10 µM] | -9% | -9% | -10% | 4% | -1%
O=C(NCc1ccccc1)c1nc(-c2cccs2)no1 | 8% | · | ? | 7% | 10% | 0% | ?
C=CCC(C)(O)c1cccc(Br)c1 (stereo not given) | 12% | 2% | · | 5% | · | 0% | 0%
CCSc1nnc(-c2ccccc2NC(C)=O)c(=O)[nH]1 | -1%[38.3 µM] | -29% | 0% | -1% | -2% | 2% | 6%
Cc1c(N(C)C(=O)c2ccccc2F)c(=O)n(-c2ccccc2)n1C | 1%[38.3 µM] | 3% | 0% | 4% | 16% | 2% | 5%
COc1ccccc1N1CCN(C2CCN(C(=O)c3ccc(F)cc3)CC2)CC1 | -7% | 0%[10 µM] | 3% | 0% | -1% | 1% | -11%
CSCC[C@H](NC(=O)OC(C)(C)C)c1nnc(SCC(=O)Nc2ccc(C)cc2C)o1 | -5%[38.3 µM] | -3%[0.074 µM] | 0% | 1% | 7% | -5% | -17%
Cc1ccccc1C1CC(=O)NC2=C1C(=O)CCC2 (stereo not given) | 19%[38.3 µM] | -36% | 7% | -5% | 5% | 3% | -4%

An excerpt of these results, as labelled records:
Cc1ccccc1C1CC(=O)NC2=C1C(=O)CCC2 (stereo not given)
  IMPase Li cell = 19%[38.3 µM] | HTT ATP protect = -36% | Lamin A splicing = 7% | CBFb RUNX1 block = -5% | HTT aggregate = 5% | Luc counter = 3% | SMN2 splice up = -4%
O=C(NCc1ccccc1)c1nc(-c2cccs2)no1
  IMPase Li cell = 8% | HTT ATP protect = · | Lamin A splicing = ? | CBFb RUNX1 block = 7% | HTT aggregate = 10% | Luc counter = 0% | SMN2 splice up = ?
COc1ccccc1N1CCN(C2CCN(C(=O)c3ccc(F)cc3)CC2)CC1
  IMPase Li cell = -7% | HTT ATP protect = 0%[10 µM] | Lamin A splicing = 3% | CBFb RUNX1 block = 0% | HTT aggregate = -1% | Luc counter = 1% | SMN2 splice up = -11%
CCN1CCN(CCC2Oc3cc([N+](=O)[O-])ccc3NC2=O)CC1 (stereo not given)
  IMPase Li cell = 1% | HTT ATP protect = -20% | Lamin A splicing = · | CBFb RUNX1 block = 10% | HTT aggregate = 15% | Luc counter = 0% | SMN2 splice up = ·

New compounds follow
SMILES | IMPase Li cell | HTT ATP protect | Lamin A splicing | CBFb RUNX1 block | HTT aggregate | Luc counter | SMN2 splice up
COc1ccccc1N1CCN(c2ccc([N+](=O)[O-])nc2)CC1 | 1% | -48% | · | -27% | -5% | -1% | -10%
COc1cccc(CN2CCNC(=O)C2CC(=O)N(C)CCc2ccccn2)c1 (stereo not given) | -1% | 10%[10 µM] | · | -2% | -4%[9.22 µM] | · | ·
CN1CCN(c2nc(Nc3cccc(C(F)(F)F)c3)nc(N3CCOCC3)n2)CC1 | 4%[38.3 µM] | -17% | -8% | 6% | 32% | 1% | ?
COc1c(N2CCN(C(=S)NC3CC4CCC3C4)C(C)C2)c(F)cc2c(=O)c(C(=O)O)cn(C3CC3)c12 (stereo not given) | · | 3%[10 µM] | · | 2% | 5%[9.22 µM] | · | ·
Cc1nnc(NC(=O)CCNC(=O)c2ccccc2Cl)s1 | 3% | 22%[10 µM] | -22%[46 µM] | ? | 2% | 3% | 18%
Cc1nnc(SCC(=O)N2c3ccccc3C(C)(c3ccc(Cl)cc3)CC2(C)C)s1 (stereo not given) | 22% | 27%[10 µM] | ? | 2% | 13% | 4% | -25%
CCOC(=O)C1CCCN(CC(=O)NC2CC2)C1 (stereo not given) | 0%[38.3 µM] | -11%[10 µM] | -2% | 2% | 13% | 2% | 0%
CSCC[C@H](NC(=O)NCCc1ccc(F)cc1)C(=O)O | 15%[38.3 µM] | 10% | 2% | 2% | -20% | 1% | 3%
COc1ccc(C2C3=C(CC(C)(C)CC3=O)N(CCN3CCOCC3)C3=C2C(=O)CC(C)(C)C3)cc1 | · | 9%[10 µM] | · | 6% | 13%[9.22 µM] | · | ·
COc1cc2c(cc1OC)C1Cc3ccc(OC)c(OC)c3C[N+]1([O-])CC2 (stereo not given) | · | 4%[10 µM] | · | 0% | -3%[9.22 µM] | · | ·
CCOC(=O)CSc1nc(C)c(Oc2ccc(Cl)cc2Cl)c(=O)[nH]1 | · | -2%[10 µM] | · | 7% | -5%[9.22 µM] | · | ·
COc1ccc2c(c1OC)C(=O)N1C(C(=O)O)Cc3c([nH]c4ccccc34)C21 (stereo not given) | -4%[38.3 µM] | -28% | -11% | 7% | -11% | 2% | 6%
CC1=C(C(=O)OCc2ccccc2)C(/C=C/c2ccccc2)N2C(=O)CCSC2=N1 (stereo not given) | 15% | · | ? | -4% | 4% | 2% | 16%
CCOc1cc(N2CCOCC2)c(OCC)cc1NC(=O)CN1C(=O)C2CC=CCC2C1=O (stereo not given) | 1% | ? | ? | 2% | 5% | -2% | 13%
Cc1ccc(N/N=C2/CCCNC2=O)cc1 | 4%[38.3 µM] | -15% | 8% | 2% | -5% | -2% | 11%
Cc1nn(-c2ccccc2Cl)c2sc(C(=O)Nc3nnc(C4CC4)s3)cc12 | ? | 25%[0.074 µM] | 4% | -5% | -2% | 0% | 26%
O=C1CC(NCc2cccs2)C(=O)N1c1ccc(Cl)cc1 (stereo not given) | 23%[38.3 µM] | -5% | -3% | 11% | 11%[1.84 µM] | 3% | -3%
CC(C)NC(=O)c1nn2c(C(F)(F)F)cc(-c3ccco3)nc2c1Cl | -1% | ? | 20%[46 µM] | 2% | 10%[9.22 µM] | 0% | ·
Cc1ccccc1Cn1cc(NC(=O)CSc2nc3c(c(C(F)(F)F)n2)CCc2ccccc2-3)cn1 | 5%[38.3 µM] | -40%[inhibitor] | 12% | 1% | 19% | 0% | -17%
COc1ccc([N+](=O)[O-])cc1NC1C2CC3CC(C2)CC1C3 (stereo not given) | -9%[38.3 µM] | -15% | 0% | 8% | 4% | -5% | -19%
Cc1ccc(COc2ccc(/C=N/NC(=O)CN3CCCCC3)cc2)cc1 | 4% | -54%[inhibitor] | · | 2% | -8% | -1% | ?
Cc1oc(-c2ccccc2)nc1CS(=O)CC(=O)O (stereo not given) | -6%[38.3 µM] | -1% | -3% | -2% | -12% | 0% | 4%
COCC(C)NC(=O)/C=C/c1ccc(OC)cc1 (stereo not given) | 0% | -56% | -9%[46 µM] | 30% | 6% | -2% | 19%
CCOC(=O)/C(C#N)=C/c1cc(C)n(-c2ccc(C)cc2)c1C | 16%[38.3 µM] | -43%[inhibitor] | ? | -1% | -4%[9.22 µM] | 2% | -7%
CCOc1ccc(S(=O)(=O)NNC(=O)c2cc3ccccc3o2)cc1 | 8% | 12%[10 µM] | -20% | -1% | 4% | 0% | -13%
COc1ccc(-c2nc(NC(C)=O)sc2-c2ccccc2)cc1 | 0% | -12%[10 µM] | · | -3% | 24% | -4% | 5%
OC(CN(c1ccccc1)c1ccccc1)Cn1cnc2ccccc21 (stereo not given) | 24%[38.3 µM] | 13% | -5% | -3% | -24% | -2% | -20%
Cc1ccc(/C=C/C(=O)c2c(C)cc(C)[nH]c2=O)cc1 | -5%[38.3 µM] | 9% | ? | -1% | ? | -2% | -44%[inhibitor]
C=CCn1c(Cc2cccs2)nnc1SCC(=O)Nc1cccc(OC)c1 | -5%[38.3 µM] | -14%[0.074 µM] | 8% | 9% | 2% | -2% | -23%
COc1cc(O)c(C(CC(=O)N2CCN(c3ccccc3)CC2)c2cc(OC)c(OC)c(OC)c2)c(OC)c1 (stereo not given) | · | -5%[10 µM] | · | 2%&-3% | -4%[9.22 µM] | · | ·

An unsorted share of the library (roughly 4% active in at least one column).
